From PubChem BioAssay
CCT chaperon mod: changes cytosolic chaperonin activity. AID 651819. actives 0.3% (n = 360,000). purified chaperonin ATPase assay, HTRF ADP detection, 30 min. activity change, % (test concentration not listed), hits read low; in the data active = activity change below about -30%; also: % is scaled to controls: 0 for no effect and ±100 for the full control effect
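ATPase activity: ADP formed was measured by HTRF Transcreener (665/615 nm ratio) after 30 min at 37 deg C with 10 uM ATP. Compounds screened at one 76 uM concentration against 40 or 20 nM TRiC in Tris pH 7.4/KCl/MgCl2/DTT buffer.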
pAkt inh: blocks phosphorylation of Akt. actives 0.32% (n = 360,000). activity change, % for hits at 50 µM. Neuro2A IGF-stimulated pAkt S473 HTRF, 20 min; hits give low values; in the data active = activity change below about -80%; inconclusive = mostly about -51% to -80%; also: % is scaled to controls: 0 for no effect and ±100 for the full control effect
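Neuro2A cells (4,500/well, DMEM with 0.5% FBS) were treated with compound at a single 50 µM final concentration, stimulated with 6 nM IGF for 20 min at 37 °C, and lysed. Phospho-Akt Ser473 was read by HTRF as 665/615 ratio ×10^4.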
DRD3 antagonist: D3 dopamine receptor (human) antagonism; P35462; D3R cells, DiscoveRx beta-arrestin luminescence, antagonist mode; hits give low values; max response, negative = inhibition, %; actives 2.5% (n = 360,000); in the data active = max response below about -50%; inconclusive = no clear call, values can overlap the other calls; also: % is scaled to controls: 0 for no effect and ±100 for the full control effect; mostly tested at two doses, the higher about 12 µM
Target sequence (P35462 whole entry, looked up): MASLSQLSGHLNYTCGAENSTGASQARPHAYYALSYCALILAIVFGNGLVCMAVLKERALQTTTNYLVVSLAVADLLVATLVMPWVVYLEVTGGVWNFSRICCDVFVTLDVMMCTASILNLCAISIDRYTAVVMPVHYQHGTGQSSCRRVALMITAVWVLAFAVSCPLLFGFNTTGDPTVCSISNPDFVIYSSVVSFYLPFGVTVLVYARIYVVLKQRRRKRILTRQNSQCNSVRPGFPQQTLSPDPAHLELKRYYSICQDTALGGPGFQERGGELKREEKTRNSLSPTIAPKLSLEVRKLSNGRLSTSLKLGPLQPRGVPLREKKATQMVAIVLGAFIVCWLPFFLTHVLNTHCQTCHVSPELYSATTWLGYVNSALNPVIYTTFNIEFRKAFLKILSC
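Cells expressing the human receptor were seeded at 1500 cells/well, incubated overnight at 37 degrees C in 5% CO2, then exposed to library compounds with dopamine controls for 90 minutes at 37 degrees C before luminescent detection.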
EPAC2 ag: EPAC2 (human) agonism; Q8WZA2; EPAC2 activation, biochemical qHTS; response scale: 100% = 6.5 mM cAMP response; Potency, µM (doses to about 154 µM), inactives show at the highest dose activation, actives largely listed as activators; actives 0.079% (n = 360,000); AID 720711; also: potency is read from the fitted curve at half-maximal effect; nearly all actives have a fitted effect of over 50% in size
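Guanine nucleotide exchange by EPAC2 is measured as reduced fluorescence of BODIPY-GDP once it is released from 250 nM Rap1B. Plates are read kinetically for 30 min at room temperature; results are scaled to 6.5 mM cAMP.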
PTHR1 ag: PTHR1 (human) receptor agonism. Q03431. HEK293 GP2 PTHR1 cells, GloSensor cAMP luminescence, 1 h. Potency, µM (doses to about 115 µM), for inactives: at the top dose activation, actives largely listed as activators. actives 0.075% (n = 410,000). AID 743266; also: potency is read from the fitted curve at half-maximal effect; nearly all actives have a fitted effect of over 55% in size; some results filed as inactive show a strong effect at the top dose; inactives centre near -15; many of its hits are not listed in these tables
Target sequence (Q03431 whole entry, looked up): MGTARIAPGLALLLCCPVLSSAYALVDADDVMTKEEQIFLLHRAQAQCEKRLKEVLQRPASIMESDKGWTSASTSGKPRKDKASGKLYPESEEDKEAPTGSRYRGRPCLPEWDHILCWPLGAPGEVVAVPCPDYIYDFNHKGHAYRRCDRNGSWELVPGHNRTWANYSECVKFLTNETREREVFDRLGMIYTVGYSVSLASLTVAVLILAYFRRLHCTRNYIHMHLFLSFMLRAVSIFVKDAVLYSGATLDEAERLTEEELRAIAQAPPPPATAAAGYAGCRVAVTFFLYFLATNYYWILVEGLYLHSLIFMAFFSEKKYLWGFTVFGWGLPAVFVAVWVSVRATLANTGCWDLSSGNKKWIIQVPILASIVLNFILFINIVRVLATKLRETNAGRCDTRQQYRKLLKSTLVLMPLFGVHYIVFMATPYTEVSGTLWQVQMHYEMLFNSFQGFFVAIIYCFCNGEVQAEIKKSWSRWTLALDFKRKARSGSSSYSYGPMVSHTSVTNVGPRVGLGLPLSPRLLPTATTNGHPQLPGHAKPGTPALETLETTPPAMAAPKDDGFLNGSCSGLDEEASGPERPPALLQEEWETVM
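HEK-293-derived GP2 cells expressing PTHR1 and a GloSensor cAMP reporter, 3,000/well, plated overnight, given luciferin plus IBMX (each 0.5 mM as added) for 1 h at 37 °C, then compound for 1 h at 37 °C. Luminescence was read after 15 min at room temperature.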
EPAC2 antag: EPAC2 (human) antagonism; Q8WZA2; EPAC2 GEF exchange of Rap1B-BODIPY-GDP, fluorescence; Potency, µM (highest dose often 114 µM), inactives show top-dose activity, negative = inhibition, most hits filed as inhibitors; actives 0.18% (n = 360,000); AID 720708; also: potency is read from the fitted curve at half-maximal effect; % is scaled to controls: 0 for no effect and ±100 for the full control effect; nearly all actives have a fitted effect of over 45% in size; many of its hits are not listed in these tables
D3 ag: D3 dopamine receptor (human) agonism; actives 0.58% (n = 410,000); max activation, %; P35462; AID 652048; D3R DiscoveRx beta-arrestin cells, luminescence, 90 min; in the data active = max activation above about 30%; also: 0% is about no effect; mostly tested at two doses, the higher about 12 µM
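Cells at 1500/well, incubated overnight, then treated with pinned compounds (dopamine as control) for 90 min at 37 degrees C. DiscoveRx reagent added for 30 - 60 minutes at room temperature; luminescence read.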
MmCpn inh: blocks the Methanococcus maripaludis chaperonin Mm-Cpn; purified Mm-Cpn ATPase, ADP Transcreener TR-FRET; Potency, µM (doses to about 76.9 µM), without a hit: at the top dose activity, negative = inhibition, hits mostly inhibitors; actives 0.031% (n = 330,000); AID 504842; also: potency is read from the fitted curve at half-maximal effect; % is scaled to controls: 0 for no effect and ±100 for the full control effect; nearly all actives have a fitted effect of over 80% in size
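Reaction buffer contained 30 mM Tris pH 7.4, 100 mM KCl, 5 mM MgCl2 and 1 mM DTT. Mm-CPN (25 nM final) hydrolysed 10 uM ATP over 30 min at 37°C; ADP was read by HTRF.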
* marks the source's active call; other numbers are inactive results; i = inactive; ? = inconclusive; . = no result given; [ ] = dose if it differs, or a comment. Unless noted, calls follow the shape of the dose curve; as a rule, active = well fitted curve in the direction sought with a large enough effect; inconclusive = small, poorly fitted or top-dose-only effect, or another doubt; inactive = no such curve, though single readings can be large; an effect the other way counts as inactive or inconclusive.

canonical_smiles | CCT chaperon mod | pAkt inh | DRD3 antagonist | EPAC2 ag | PTHR1 ag | EPAC2 antag | D3 ag | MmCpn inh
O=C1CCCC(O)=C1N=Nc1ccc(Cl)c(Cl)c1 | 0.7 | i | -12 | -3% | -25% | 8% | 7 | 3%
O=C(NNC(=O)c1ccncc1)Nc1ccccc1 | 2.2 | i | 0 | 3% | -15% | 15% | 1 | -1%
Cc1ccc(NC(=O)CCC(=O)N/N=C/c2cccs2)cc1 | -2.7 | i | 0 | -3% | i | -5%[57.1 µM] | -1 | 0%
CCOC(=O)N1CCN(CC(O)COC2CC(C)CC(C)(C)C2)CC1 (stereo not drawn) | -0.8 | i | 7 | 10% | i | -3% | -16 | 2%
COc1ccc(NC(=O)COC(=O)c2ncc(Cl)c(Cl)c2Cl)c(OC)c1 | 0.9 | i | 2 | 0% | -15% | -2% | 7 | 0%
Cc1ccc(S(=O)(=O)N2CCC(C(=O)NCC3CCCO3)CC2)cc1 (stereo not drawn) | -2.8 | i | 20 | 10% | i | 0% | 0 | 0%
C/C(=N\NC(=O)c1cnccn1)c1ccc([N+](=O)[O-])cc1 | 0.7 | i | 14 | 2% | i | 1% | 13 | 1%
COn1c(=O)c(-c2cccs2)[n+]([O-])c2ccccc21 | 2.0 | i | ? | 9% | -32% | 15% | 4 | 0%
CC(C)(C)NC(=O)CSc1nc2cc(S(=O)(=O)N3CCCCC3)ccc2o1 | -1.7 | i | 10 | -3% | -73%[inhibitor] | -8% | -1 | 1%
CC(C)S(=O)(=O)c1csc(C(=O)Nc2ccc(F)cc2)c1N | 0.9 | i | -11 | -9% | -91%[inhibitor] | -14% | -23 | -2%
CC(=O)Nc1ccc(NC(=O)C(C)NC(C)c2cccc3ccccc23)cc1 (stereo not drawn) | -0.2 | i | -29 | 5% | -20% | -7% | -13 | 2%
COc1cc(/C(C)=N\NC(N)=S)cc(OC)c1OC | 0.7 | i | 17 | -7% | -16% | -1% | 2 | 0%
CC(=O)CSc1nc(-c2cccs2)c(C#N)c(=O)[nH]1 | 2.9 | i | -3 | 4% | 2% | -7% | 4 | -12%
CC(C)NC(=O)CCc1nnc(Cc2cccc(C(F)(F)F)c2)o1 | -1.3 | i | 2 | 7% | -19% | 2% | -3 | -3%
CCNC(=O)Oc1ccc(-c2csnn2)cc1 | -0.1 | i | 0 | 6% | i | 3% | 3 | 1%
CC(=O)N1CCN(S(=O)(=O)c2cccc(C(=O)OCC(=O)Nc3c(Cl)cccc3C(F)(F)F)c2)CC1 | 0.4 | i | 18 | -2% | 27% | -5% | -14 | .
COc1cccc(C(NC(C)=O)c2nc(-c3cccc(C(F)(F)F)c3)cs2)c1 (stereo not drawn) | -3.0 | i | 2 | 10% | -6% | ? | -1 | .
CC(C)NC(=O)c1cccc(C(F)(F)F)c1 | -2.1 | i | 12 | -3% | -10%[57.5 µM] | 4% | -12 | ?
CCOC(=O)c1c(C)[nH]c(C)c1C(=O)COC(=O)c1ccc(Cl)nc1 | -1.6 | i | 3 | 4% | -22% | 7% | -1 | 3%
COc1cccc(OCCCn2cc(/C=C3/C(=N)N4C=C(C)SC4=NC3=O)c3ccccc32)c1 | 0.8 | i | 4 | -3% | i | 14% | -5 | -4%

Single records, as listed above. Order of screens: CCT chaperon mod	pAkt inh	DRD3 antagonist	EPAC2 ag	PTHR1 ag	EPAC2 antag	D3 ag	MmCpn inh
CC(=O)CSc1nc(-c2cccs2)c(C#N)c(=O)[nH]1 as listed: 2.9	i	-3	4%	2%	-7%	4	-12%
CC(=O)N1CCN(S(=O)(=O)c2cccc(C(=O)OCC(=O)Nc3c(Cl)cccc3C(F)(F)F)c2)CC1 as listed: 0.4	i	18	-2%	27%	-5%	-14	.
COn1c(=O)c(-c2cccs2)[n+]([O-])c2ccccc21 as listed: 2.0	i	?	9%	-32%	15%	4	0%

The list goes on.
canonical_smiles | CCT chaperon mod | pAkt inh | DRD3 antagonist | EPAC2 ag | PTHR1 ag | EPAC2 antag | D3 ag | MmCpn inh
CC1CCN(C(=O)Cn2c3ccccc3c3nc4n(c(=O)c32)CCCS4)CC1 | -4.0 | i | 11 | -9% | i | -5% | 4 | -5%
CCOC(=O)C(C)Sc1nnc(Cc2cc(=O)[nH]c(=O)[nH]2)n1-c1ccc(Cl)cc1 (stereo not drawn) | 1.0 | i | 6 | 10% | -15% | 0% | -3 | 0%
Cc1cc2nc(/C=C/c3cccnc3)[nH]c2cc1C | -3.4 | i | 0 | -4% | -21% | 4% | -1 | -5%
CCCCOC(=O)C(C#N)c1nc2ccccc2nc1N1CCOCC1 (stereo not drawn) | -1.6 | i | 0 | 20% | -14% | -6% | 3 | 0%
O=S(=O)(c1cccs1)N1CCC2(CC1)OCCO2 | 0.5 | i | 11 | 1% | -1% | -2% | 12 | 1%
Cn1c(N2CCCC2)nc2c1c(=O)n(Cc1cccc(F)c1)c(=O)n2C | -2.4 | i | -17 | 5% | i | -3% | -3 | 0%
COC(=O)[C@@]1(C)[C@H]2C(=O)N(C)C(=O)[C@H]2[C@H]2CN=C(SC)N21 | 0.1 | i | 5 | 0% | 4% | -3% | 6 | 0%
COc1ccc(NC(=O)c2cc(-c3ccccc3)nc3c2cnn3C(C)C)c(OC)c1 | -1.4 | i | 55 | 14% | i | -3% | -2 | -4%
O=C(CNS(=O)(=O)c1ccc(Br)cc1)NCc1ccncc1 | 1.8 | i | 2 | 2% | i | -8% | 20 | 2%
O=C(Nc1ccccc1[N+](=O)[O-])C1(c2ccccc2)CCOCC1 | -8.3 | i | 10 | 18% | -3% | 11% | 3 | -2%
O=[N+]([O-])c1ccc(CSc2nnc(Cc3ccccc3)o2)cc1 | -2.3 | i | -7 | 10% | -22% | -18% | 6 | -1%
COc1cccc(C(c2sc3nc(C)nn3c2O)N2CCN(C(=O)c3ccco3)CC2)c1 (stereo not drawn) | -2.4 | i | ? | 17% | i | 1% | -5 | -4%
CN1CCN(C2Cc3ccc(Cl)cc3Sc3ccc(F)cc32)CC1 (stereo not drawn) | -0.8 | i | -88* | 18% | i | -12% | -19 | .
CCOc1ccc(NC(=S)N2CCCN(Cc3cc(C)ccc3C)C2)cc1 | 0.3 | i | -30 | 9% | i | -15% | -21 | -6%
CCOC(=O)C(C)Sc1ncc(OC)c(Sc2ccc(Cl)cc2)n1 (stereo not drawn) | -1.6 | i | 11 | -3% | i | ? | -14 | -11%
O=C(O)CN1C(=O)C2C3C=CC(C2C1=O)C1C(=O)N(CC(=O)O)C(=O)C31 (stereo not drawn) | 0.1 | i | -22 | 6% | i | 11% | 1 | -3%
CCOC(=O)c1c(NC(=O)C(C)Sc2cccc[n+]2[O-])sc2c1CCN(Cc1ccccc1)C2 (stereo not drawn) | 1.3 | i | 3 | 9% | i | -3% | -13 | 0%
COc1ccc(Cl)cc1S(=O)(=O)N1CCCC(C(=O)NCc2ccncc2)C1 (stereo not drawn) | -5.9 | i | -3 | 25% | i | -1% | 0 | 1%
CN1CCc2c(sc(NC(=O)C3CCCN3S(=O)(=O)c3ccc(Cl)s3)c2C(N)=O)C1 (stereo not drawn) | -2.4 | i | 4 | 7% | i | 0% | -1 | -10%
COc1ccc(C(CNC(=O)COc2ccc(-c3ccccc3)cc2)N2CCOCC2)cc1 (stereo not drawn) | -1.1 | i | 23 | 7% | -13% | -2% | -12 | 3%

Remaining list, next part:
Molecule	CCT chaperon mod	pAkt inh	DRD3 antagonist	EPAC2 ag	PTHR1 ag	EPAC2 antag	D3 ag	MmCpn inh
O=C(Oc1ccc2ccccc2c1)c1cncc(Br)c1	-2.1	i	6	5%	i	7%	-7	1%
O=C(COc1cccnc1[N+](=O)[O-])NCc1ccc2c(c1)OCO2	-2.0	i	0	0%	i	14%	3	-6%
COc1cc(NS(C)(=O)=O)cc(OC)c1OC	0.6	i	5	8%	i	7%	3	3%
COc1ccc(/C=C2/CSC/C(=C/c3ccc(OC)c(OC)c3)C2=O)cc1OC	-3.8	i	-50*	4%	-32%[inhibitor]	5%	1	.
O=S(=O)(/N=C(/NS(=O)(=O)c1ccccc1)c1ccccc1)c1ccccc1	-1.3	i	7	5%	i	11%	5	1%
CCN(c1ccccc1)c1ncnc2c1cnn2-c1ccccc1	0.5	i	7	17%	-30%	-3%	13	-1%
Cc1coc2cc3oc(=O)c(CCC(=O)N4CCC(C(=O)O)(c5ccccc5)CC4)c(C)c3cc12	1.0	i	4	7%	-11%	-7%	11	1%
COc1ccc(NC(=O)CSc2nc(-c3ccco3)nc3cc(=O)[nH]n23)cc1Cl	0.9	i	1	11%	-20%	-3%	0	-6%
Cc1ccc(SCc2ccc(C(=O)Nc3ccccc3C(=O)NC(C)C)cc2)cc1	-1.6	i	-15	8%	i	-17%	12	1%
Cc1ccc(-n2nc(C(=O)O)c(O)cc2=O)cc1	1.7	i	7	2%	i	26%	2	0%
CCCOc1ccccc1N/C(=N/c1nc(C)cc(C)n1)NC(=O)Nc1ccc(Cl)cc1	1.1	i	4	10%	i	10%	-1	2%
Brc1ccc(-c2nc(-c3ccccn3)no2)o1	-2.7	i	9	6%	-36%[57.5 µM]	7%	-1	-1%
COc1cccc(N2CC(NC(=O)C(=O)c3c[nH]c4ccccc34)CC2=O)c1 (stereo not drawn)	-2.2	i	8	-3%	-19%	-4%	0	-3%
O=C(c1ccccc1)c1nn(-c2ccccc2)c(=O)cc1-c1ccccc1	0.0	i	-19	5%	-11%	?	-1	.

These rows are one share of the data. The share of hits here may be higher or lower than overall.
